From PubChem
Abeta yeast res = compounds reversing amyloid beta toxicity in yeast; yeast expressing A-beta42, growth rescue, OD600, 48 h; response scale: 0% DMSO, 100% iron-clioquinol control; Potency, µM (titrated, usually from 46.1 µM), inactives show at the top dose growth rescue, actives largely listed as activators; 0.063% of 410,000 active; also: potency is read from the fitted curve at half-maximal effect; nearly all actives have a fitted effect of over 55% in size
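Growth rescue measured by 600 nm absorbance after 48 h yeast culture at 30 C with compound. Values normalized between DMSO and an equimolar ferric chloride plus clioquinol control.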
EPAC1 antagonist = antagonists of human EPAC1. O95398. AID 720709. 0.14% of 360,000 active. Potency, µM (top dose mostly 115 µM), for inactives: top-dose activity change, negative = inhibition, most hits filed as inhibitors. EPAC1 GEF assay, Rap1b-BODIPY-GDP exchange fluorescence;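 also: potency is read from the fitted curve at half-maximal effect; plate controls were vehicle for no effect and positive control for full effect; nearly all actives have a fitted effect of over 50% in size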
FUS yeast rescue = suppressors of FUS proteinopathy in yeast; AID 1347120; 0.24% of 390,000 active; S. cerevisiae FUS-expressing, growth rescue, OD600, 24 h; Potency, µM (titrated, usually from 76.6 µM), for the others: at the top dose growth rescue (activation), hits mostly activators;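 also: potency is read from the fitted curve at half-maximal effect; plate controls were DMSO vehicle for no effect and reference control for full effect; nearly all actives have a fitted effect of over 55% in size; some results filed as inactive show a strong effect at the top dose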
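Yeast FUS proteinopathy model; galactose-induced FUS (2%), starting OD 0.005. Cpds in dilution series, 24hr, 30C, 99% humidity. Abs 600 nm growth. Pos ctrl CP55940 (top 92uM final); neg ctrl DMSO.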
PLK1 PBD block = blocks phosphopeptide binding to human PLK1 polo-box domain; P53350; Potency, µM, for the others: max response, negative = inhibition, actives largely listed as inhibitors; Plk1 PBD binding of FITC phosphopeptide, fluorescence polarization; 2.8% of 360,000 active; AID 720504; also: potency is read from the fitted curve at half-maximal effect; series mostly up to about 57 µM; % is scaled to controls: 0 for no effect and ±100 for the full control effect; nearly all actives have a fitted effect of over 65% in size
Target sequence (P53350 whole entry, looked up, the tested form may be a part): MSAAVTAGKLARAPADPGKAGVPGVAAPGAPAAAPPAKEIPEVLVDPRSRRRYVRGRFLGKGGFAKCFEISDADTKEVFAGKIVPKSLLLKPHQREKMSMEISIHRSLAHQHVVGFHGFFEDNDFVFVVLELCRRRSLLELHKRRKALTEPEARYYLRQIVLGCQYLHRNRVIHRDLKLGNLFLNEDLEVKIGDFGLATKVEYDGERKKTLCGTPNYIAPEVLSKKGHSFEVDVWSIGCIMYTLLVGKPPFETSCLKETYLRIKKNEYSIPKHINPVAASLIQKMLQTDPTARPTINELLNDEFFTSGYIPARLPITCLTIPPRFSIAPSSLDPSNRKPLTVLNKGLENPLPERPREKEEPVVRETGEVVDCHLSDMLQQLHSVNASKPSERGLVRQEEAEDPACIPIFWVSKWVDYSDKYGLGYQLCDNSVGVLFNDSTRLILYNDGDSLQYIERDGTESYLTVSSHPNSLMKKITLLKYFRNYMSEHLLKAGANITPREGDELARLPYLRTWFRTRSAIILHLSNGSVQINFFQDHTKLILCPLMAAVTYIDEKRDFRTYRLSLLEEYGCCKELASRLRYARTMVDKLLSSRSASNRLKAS
IL-2 act = IL-2 activation; IL-2 activation reporter assay, cell-based qHTS; stimulated with anti-CD3/CD4/CD28 beads; in transgenic mouse T cells; activation, % (series mostly up to about 46 µM); 0.065% of 360,000 active; in the data active = activation above about 50%; inconclusive = mostly about 30% to 49%; also: 0% is about no effect
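EGFP and DsRed fluorescence is measured by plate cytometry in unstimulated transgenic mouse T cells exposed to compound for 60 minutes, then stimulated 18 hours at 37 degrees C with anti-CD3/anti-CD4 beads plus anti-CD28.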
EPAC1 agonist = EPAC1 (human) agonism; O95398; EPAC1 agonist qHTS, biochemical assay; response scale: 100% = response to 6.5 mM cAMP; Potency, µM (doses to about 154 µM), for inactives: at the top dose activation, hits mostly activators; 0.073% of 360,000 active; AID 720707; also: potency is read from the fitted curve at half-maximal effect; nearly all actives have a fitted effect of over 60% in size
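Multi-concentration qHTS readout: loss of Rap1B-bound BODIPY-GDP fluorescence driven by 100 nM EPAC1 with excess GDP (50 uM), monitored kinetically at room temperature; agonist response expressed relative to 6.5 mM cAMP.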
PI5P4K alpha inh = PI5P4K alpha (human) kinase inhibition. PI5P4Kalpha enzyme, ADP-Glo luminescence, 60 min; hits give low values. max response, %. P48426. 1.2% of 330,000 active; active = max response of -50% or lower; inconclusive = between -30% and -50%; inactive = -30% or higher; also: value at the top dose of about 77 µM; % is scaled to controls: 0 for no effect and ±100 for the full control effect
Target sequence (P48426 whole entry, looked up): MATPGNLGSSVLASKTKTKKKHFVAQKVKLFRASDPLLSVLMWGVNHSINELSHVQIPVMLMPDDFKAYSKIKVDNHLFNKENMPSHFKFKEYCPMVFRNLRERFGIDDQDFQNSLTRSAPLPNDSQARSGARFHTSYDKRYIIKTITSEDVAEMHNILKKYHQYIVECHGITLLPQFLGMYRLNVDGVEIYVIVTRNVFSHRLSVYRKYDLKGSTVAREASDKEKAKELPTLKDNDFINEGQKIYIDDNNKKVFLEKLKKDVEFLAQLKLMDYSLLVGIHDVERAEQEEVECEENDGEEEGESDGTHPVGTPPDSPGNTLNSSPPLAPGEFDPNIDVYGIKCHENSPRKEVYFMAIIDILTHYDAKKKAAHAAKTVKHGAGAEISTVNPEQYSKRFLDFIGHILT
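Human PI5P4Kalpha with substrate in 0.038 M HEPES pH 7.4, 0.28 mM EGTA, 0.1% CHAPS, 5% DMSO; reaction started with 5 microM ATP (final), 60 min at room temperature. ADP formed read by ADP-Glo luminescence.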
WRN inhibitor = blocks human WRN helicase; Q14191; AID 651768; WRN helicase unwinding, fluorescent forked duplex, kinetic; 0.46% of 360,000 active; Potency, µM (doses to about 114 µM), for the others: at the highest dose activity change, negative = inhibition, actives largely listed as inhibitors; also: potency is read from the fitted curve at half-maximal effect; % is scaled to controls: 0 for no effect and ±100 for the full control effect; nearly all actives have a fitted effect of over 55% in size
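Kinetic fluorescence helicase assay: unwinding of a quenched forked DNA duplex (100 nM final) with 2 mM ATP final raises red fluorescence (525/598 nm). Compounds sat 15 min at room temperature with 20 nM WRN beforehand.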
* = called active by the depositor; ? = inconclusive; . = not tested or not shown; [ ] = dose if it differs, or a comment. Unless noted, calls follow the shape of the dose curve; as a rule, active = well fitted curve in the direction sought with a large enough effect; inconclusive = small, poorly fitted or top-dose-only effect, or another doubt; inactive = no such curve, though single readings can be large; an effect the other way counts as inactive or inconclusive.

No. | Molecule | WRN inhibitor | PI5P4K alpha inh | PLK1 PBD block | Abeta yeast res | IL-2 act | FUS yeast rescue | EPAC1 agonist | EPAC1 antagonist
1 | COc1ccc(CNC(=O)c2ccccc2SCC(=O)N2CCCC2)cc1OC | -3% | 1 | 8% | -3% | -0.4 | -4% | 8% | 2%
2 | CC(=O)c1c(C)[nH]c(C(=O)CSc2nnc(CN3CCCCCC3=O)n2-c2ccccn2)c1C | -4%[57.1 µM] | . | -6% | 3% | -1.6 | 4% | -6% | 0%
3 | CC(NC(=O)Cn1nc(C(=O)O)c2ccccc2c1=O)c1ccccc1 (stereo unspecified) | 5% | -13 | 30µM* | 4% | -0.2 | 14% | -3% | -9%
4 | O=C(CCc1nnc(CCCCc2ccccc2)o1)NCCN1CCCCC1=O | -1% | 0 | -3% | 4% | -1.4 | 12% | -5% | -19%
5 | COC(=O)c1c(NC(=O)Cn2nc(C(F)F)cc2C(F)F)sc(C)c1C | -14% | 10 | 15µM* | 21% | -2.4 | -4% | 10% | -27%
6 | COc1ccccc1CCC(=O)Nc1nc2ccccc2[nH]1 | -8% | 0 | 0% | 17% | 4.2 | 31% | -1% | 19%
7 | COc1ccnc(Oc2ccccc2)c1-c1ncn[nH]1 | 1% | -2 | 0% | 12% | -0.3 | -3% | 9% | -26%
8 | Cc1sc(NC(=O)CSc2nnnn2C2CCCC2)c(C#N)c1C | -2% | . | 0% | 15% | 1.5 | 8% | 0% | 9%
9 | CN(CC(=O)Nc1cccc(F)c1)C(=O)c1ccc(N2CCCC2)c([N+](=O)[O-])c1 | 6% | 4 | 7% | 2% | -0.9 | 8% | -1% | -14%
10 | Cc1onc(-c2c(F)cccc2Cl)c1C(=O)Nc1cc(S(=O)(=O)N2CCCCC2)ccc1O | -15% | 0 | 6% | 0% | -1.7 | . | 0% | -17%
11 | CC(c1nnc(SCn2nnc3ccccc3c2=O)n1-c1ccc(Cl)cc1)N(C)C (stereo unspecified) | 63%[activator][57.1 µM] | . | 2% | -11% | -4.0 | 1% | 10% | -1%
12 | O=S(=O)(CCS(=O)(=O)c1ccccc1)c1ccccc1 | 15% | 4 | -10% | -3% | 0.0 | -1% | 0% | 26%
13 | O=c1oc(-c2ccc(O)c(O)c2)cc2cccc(O)c12 | ? | -23 | -5% | -44%[inhibitor] | -0.2 | 3% | -8% | -14%
14 | CCC1(O)CCCC2C3CCC4CC(=O)CCC4(C)C3C(=O)CC21C (stereo unspecified) | 0% | 3 | -3% | -12% | -0.8 | . | 5% | 5%
15 | O=C(c1ncn2c1c(=O)[nH]c1ccccc12)N1CCc2ccccc2C1 | 3% | -1 | 7% | 3% | -2.8 | -4% | -3% | 14%
16 | COc1ccc(C(=O)/C=C/c2ccc(O)cc2)c2c1CC(O)C(C)(C)O2 (stereo unspecified) | 3% | -6 | 4% | -23% | 0.1 | -19% | -22% | 10%
17 | Cc1noc(C)c1CSCC(=O)Nc1cc(S(C)(=O)=O)ccc1Cl | 1% | 9 | -4% | 5% | -3.0 | 10% | 6% | -18%
18 | N#Cc1nc(Cl)c(Cl)c(NN)c1Cl | -6% | 3 | -2% | 0% | 3.5 | 9% | 9% | 0%
19 | CC1(C)Cc2c(sc3ncn4nc(CCC(=O)O)c(=O)nc4c23)CO1 | 3% | -5 | -19% | 12% | -2.1 | 16% | 3% | 14%
20 | CC(=O)Nc1ccc(N(C(=O)c2ccco2)C(C(=O)NC2CCCC2)c2ccc(N(C)C)cc2)cc1 (stereo unspecified) | -1% | 7 | -1% | -9% | -3.7 | 18% | 5% | -1%
21 | N=c1c2c(n(Cc3ccccc3)c3c1CCC3)CCC2 | 8% | -6 | -2% | 2% | -0.2 | 0% | 2% | -4%
22 | Cc1ccc(C(=O)NCc2ccccn2)cc1S(=O)(=O)N1CCCCC1 | -8% | 4 | 1% | -33% | -0.7 | 11% | -12% | 8%
23 | Cc1ccsc1CN(C)C(=O)C1CCC(=O)N(CCc2cccc(F)c2)C1 (stereo unspecified) | 2% | 1 | -12% | 4% | 1.6 | 11% | 0% | 12%
24 | CC(=O)NS(=O)(=O)c1ccc(NC(=S)Nc2ccccc2)cc1 | 10% | -8 | -1% | -3% | -0.4 | -8% | -7% | 1%
25 | C[C@H]1CN([C@@H](C)CO)C(=O)c2cccc(NC(=O)c3nc4ccccc4s3)c2O[C@H]1CN(C)C(=O)Nc1ccc(F)cc1 | 1% | -8 | -4% | 2% | -0.5 | 36% | -24% | -26%
26 | CC(O)(c1cccnc1)c1nc(-c2cccc(C#N)c2)cs1 (stereo unspecified) | 0% | -4 | 0% | -1% | -0.3 | -2% | -1% | -25%
27 | Cc1nn(-c2nc3ccccc3s2)c(N)c1Sc1ccc(F)cc1 | -3% | . | -6% | 2% | -2.2 | -19% | -2% | -4%
28 | CC(c1ccon1)N(C)Cc1cn(Cc2ccccc2)nc1-c1ccc2c(c1)OCO2 (stereo unspecified) | -5% | 8 | -7% | -8% | -0.3 | 21% | -10% | -11%
29 | CCOc1ccc(OCCSc2nnnn2-c2ccccc2)cc1 | -6% | 5 | ? | -4% | 0.0 | 26% | 10% | -30%
30 | Cc1ccc(Nc2nc3ccccc3n3cnnc23)cc1Cl | -1%[57.1 µM] | 5 | 1% | 21% | 0.6 | 12% | -5% | 0%
31 | CC1CCc2sc(-c3n[nH]c(=S)o3)cc2C1 (stereo unspecified) | -2% | -68* | -13% | -63%[inhibitor] | 1.3 | 9% | -1% | -22%
32 | CCCC[C@H]1COCCS(=O)(=O)N1Cc1cccc([N+](=O)[O-])c1 | 2% | 4 | -10% | -6% | -3.1 | 5% | 0% | 3%
33 | O=C(N/N=C/c1cccnc1)c1cccc(Cl)c1 | 8% | 0 | -10% | -17% | 1.0 | 13% | 3% | -16%
34 | COc1ccc(Nc2nc3cc(-c4sccc4C)sc3c(=O)n2C)cc1OC | -1% | -6 | -6% | 15% | -0.4 | ? | 2% | 5%
35 | Cc1cc(-c2n[nH]c(=S)n2/N=C/c2cccc([N+](=O)[O-])c2)n[nH]1 | -14% | -11 | -20% | 20% | 0.7 | . | 3% | 0%
36 | Oc1ccc(Cl)cc1CNCc1ccc(Cl)nc1 | -4% | 7 | -2% | -2% | 0.0 | -20% | 9% | -3%
37 | COc1cc(C)c(S(=O)(=O)n2ccc(C)n2)cc1C | -1% | 3 | -6% | 17% | -1.2 | 7% | 14% | -6%
38 | Cc1ccccc1C(=O)Oc1cc(N)n(S(C)(=O)=O)n1 | 24% | -2 | -22% | 9% | -0.1 | 6% | 1% | -20%
39 | O=C(C[n+]1ccc(Cc2ccccc2)cc1)Nc1ccccc1 | 0% | -11 | ? | -1% | -0.6 | -15% | -3% | 3%
40 | CS(=O)(=O)c1ccc(C(=O)NNC(=O)c2cc(-c3ccccc3)n[nH]2)cc1 | -4% | 1 | -29% | -2% | 0.7 | 6% | -4% | -11%

2 of these compounds, set out differently.
[33] O=C(N/N=C/c1cccnc1)c1cccc(Cl)c1
  WRN inhibitor: 8% | PI5P4K alpha inh: 0 | PLK1 PBD block: -10% | Abeta yeast res: -17% | IL-2 act: 1.0 | FUS yeast rescue: 13% | EPAC1 agonist: 3% | EPAC1 antagonist: -16%

[34] COc1ccc(Nc2nc3cc(-c4sccc4C)sc3c(=O)n2C)cc1OC
  WRN inhibitor: -1% | PI5P4K alpha inh: -6 | PLK1 PBD block: -6% | Abeta yeast res: 15% | IL-2 act: -0.4 | FUS yeast rescue: ? | EPAC1 agonist: 2% | EPAC1 antagonist: 5%

(list continues)
No. | Molecule | WRN inhibitor | PI5P4K alpha inh | PLK1 PBD block | Abeta yeast res | IL-2 act | FUS yeast rescue | EPAC1 agonist | EPAC1 antagonist
41 | Cc1cc(Cl)c(Cl)cc1S(=O)(=O)NCCCn1ccnc1 | 1% | 6 | -13% | -12% | 0.9 | -6% | 16% | 0%
42 | Cc1cccc(NCc2nc3ccccc3n2Cc2ccccc2)c1 | -6% | -5 | -7% | ? | -4.7 | 39% | ? | 2%
43 | CS(=O)(=O)Oc1ccc(/C=N/NC(=O)c2ccncc2)cc1 | -29%[57.1 µM] | 0 | 0% | -5% | -0.5 | 4% | 13% | 15%
44 | Cc1ccc(NC2=NCC(=O)N2Cc2cccs2)cc1C | -1% | 2 | ? | 3% | -2.7 | 1% | -8% | 4%
45 | CC(/C=N/Nc1nnc(C)c(=O)[nH]1)=C\c1ccccc1 | -7% | . | -4% | 7% | 0.4 | -6% | 2% | -3%
46 | COc1cccc(-c2ncc3ccccc3c2COC(=O)N(C)C)c1 | -2% | 0 | -9% | -8% | 0.3 | -11% | -5% | -14%
47 | CC1CCCC(C)N1CCCNC(=O)CN1C(=O)COc2ccc(S(=O)(=O)N3CCOCC3)cc21 (stereo unspecified) | 6% | -1 | -18% | -6% | -0.7 | 1% | 0% | -5%
48 | COc1ccc(CCn2c(=N)c(C(=O)NC3CCCC3)cc3c(=O)n4ccccc4nc32)cc1 | 6% | -1 | -12% | 8% | -4.0 | 2% | 14% | 11%

A second format for nine compounds above.
Second line of a record – WRN inhibitor	PI5P4K alpha inh	PLK1 PBD block	Abeta yeast res	IL-2 act	FUS yeast rescue	EPAC1 agonist	EPAC1 antagonist
40. CS(=O)(=O)c1ccc(C(=O)NNC(=O)c2cc(-c3ccccc3)n[nH]2)cc1
 : -4%	1	-29%	-2%	0.7	6%	-4%	-11%
41. Cc1cc(Cl)c(Cl)cc1S(=O)(=O)NCCCn1ccnc1
 : 1%	6	-13%	-12%	0.9	-6%	16%	0%
42. Cc1cccc(NCc2nc3ccccc3n2Cc2ccccc2)c1
 : -6%	-5	-7%	?	-4.7	39%	?	2%
43. CS(=O)(=O)Oc1ccc(/C=N/NC(=O)c2ccncc2)cc1
 : -29%[57.1 µM]	0	0%	-5%	-0.5	4%	13%	15%
44. Cc1ccc(NC2=NCC(=O)N2Cc2cccs2)cc1C
 : -1%	2	?	3%	-2.7	1%	-8%	4%
45. CC(/C=N/Nc1nnc(C)c(=O)[nH]1)=C\c1ccccc1
 : -7%	.	-4%	7%	0.4	-6%	2%	-3%
46. COc1cccc(-c2ncc3ccccc3c2COC(=O)N(C)C)c1
 : -2%	0	-9%	-8%	0.3	-11%	-5%	-14%
47. CC1CCCC(C)N1CCCNC(=O)CN1C(=O)COc2ccc(S(=O)(=O)N3CCOCC3)cc21 (stereo unspecified)
 : 6%	-1	-18%	-6%	-0.7	1%	0%	-5%
48. COc1ccc(CCn2c(=N)c(C(=O)NC3CCCC3)cc3c(=O)n4ccccc4nc32)cc1
 : 6%	-1	-12%	8%	-4.0	2%	14%	11%
